Screening results deposited in PubChem by several laboratories.
SKKanGAS inh – S. pyogenes SKKanGAS growth inhibitors in kanamycin, primary screen, streptokinase expression inhibitor project, SKKanGAS strain, BacTiter-Glo luminescence | 6 h | inhibition, % at 7.5 µM | 1.3% of 300,000 active | AID 1662, 2009;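 active = mean replicate score, as percent of positive control median, at least 50; inconclusive = mean below 50 but one replicate at or above 50; inactive = mean and every replicate below 50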;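 note: strain carries kanamycin resistance gene driven by streptokinase promoter and grows in 40 µg/ml kanamycin; loss of luminescence reflects streptokinase promoter inhibition or plain growth inhibition; 0% = median of DMSO wells and 100% = positive control at its reference dose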
MrgX1 ag – agonists of human MrgX1 receptor, primary screen, HEK293 cells, Fluo-4 calcium flux | 0.44% of 310,000 active | B-score at 10 µM | Mas-related G-protein coupled receptor member X1 (Homo sapiens), Q96LB2 | AID 588627, 2011 | Fluo-4 calcium fluorescence, agonist mode; active compounds read high;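 active = calcium response B-score plate-corrected fluorescence ratio at least 3 library SD, with starting fluorescence B-score inside 5 SD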
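Material: MrgX1-expressing HEK293 cells / Dosing: compound as first of three additions / Incubation: overnight seeding, then 1 h dark dye loading / Signal: Fluo-4 NW calcium fluorescence / Evaluation: B-scored fluorescence response ratio / Benchmarks: positive and negative control wells on each plate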
TRPC4 inh – inhibitors of mouse TRPC4 channel, primary screen, Fluo4 calcium, HEK293 TRPC4beta/mu-opioid cells | B-score at 10 µM | DAMGO-evoked Fluo4 calcium flux; active compounds read low | 0.39% of 300,000 active | Short transient receptor potential channel 4 (Mus musculus), Q9QUQ5 | AID 2247, 2010;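 active = B-score over 3 SD under the library average, no early fluorescence shift, positive overall ratio signal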
Target sequence (Q9QUQ5 whole entry, looked up): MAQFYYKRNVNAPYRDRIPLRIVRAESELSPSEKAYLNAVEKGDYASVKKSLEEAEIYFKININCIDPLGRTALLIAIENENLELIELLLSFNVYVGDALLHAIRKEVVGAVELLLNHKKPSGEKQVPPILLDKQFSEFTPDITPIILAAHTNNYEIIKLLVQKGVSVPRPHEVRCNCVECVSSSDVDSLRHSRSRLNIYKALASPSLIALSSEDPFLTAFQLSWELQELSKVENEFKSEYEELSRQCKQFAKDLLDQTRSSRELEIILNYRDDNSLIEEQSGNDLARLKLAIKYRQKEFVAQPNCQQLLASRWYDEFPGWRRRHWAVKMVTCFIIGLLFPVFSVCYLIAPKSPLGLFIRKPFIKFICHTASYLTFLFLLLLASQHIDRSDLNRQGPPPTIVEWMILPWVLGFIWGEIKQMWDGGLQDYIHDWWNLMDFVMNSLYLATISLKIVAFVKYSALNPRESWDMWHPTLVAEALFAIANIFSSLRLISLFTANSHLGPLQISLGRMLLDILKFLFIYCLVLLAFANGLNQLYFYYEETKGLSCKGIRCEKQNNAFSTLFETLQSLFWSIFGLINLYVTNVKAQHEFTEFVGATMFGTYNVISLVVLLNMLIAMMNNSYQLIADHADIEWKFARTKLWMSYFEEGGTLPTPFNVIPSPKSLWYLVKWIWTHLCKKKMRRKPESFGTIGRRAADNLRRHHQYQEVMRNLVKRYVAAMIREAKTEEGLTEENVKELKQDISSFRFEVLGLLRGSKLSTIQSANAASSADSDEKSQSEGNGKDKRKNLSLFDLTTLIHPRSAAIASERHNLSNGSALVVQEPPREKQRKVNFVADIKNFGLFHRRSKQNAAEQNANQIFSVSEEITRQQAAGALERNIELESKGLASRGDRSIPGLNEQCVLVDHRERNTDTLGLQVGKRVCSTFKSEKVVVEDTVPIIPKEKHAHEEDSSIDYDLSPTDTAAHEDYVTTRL
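material = TRPC4beta/mu-opioid receptor HEK293 cell line | probe or stimulus = sequential submaximal and maximal DAMGO stimulation | compound dosing = one concentration per compound | measured by = Fluo4 Ca2+ flux fluorescence | evaluation = integrated fluorescence ratio relative to baseline, converted to per-well B score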
TRPC4 PAM – positive allosteric modulators of TRPC4, primary screen, cell-based, mouse TRPC4beta, HEK293 mu-opioid, Fluo-4 calcium. DAMGO EC20, Fluo-4 Ca2+ flux; active compounds read high. B-score at 10 µM. 0.42% of 310,000 active. AID 2227, 2009;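 active = B-score of calcium response area above 5 SD of library B-scores, with initial fluorescence ratio within 5 SD of library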;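 note: B-score of integrated fluorescence ratio over time as area under calcium response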
ANO1 activ – TMEM16A chloride channel activators or potentiators, primary screen, cell-based, HTS; HEK293 TMEM16A/YFP-H148Q/I152L, iodide quench fluorescence; active compounds read low; B-score at 10 µM; 0.3% of 340,000 active; AID 623877, 2012;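 active = fluorescence-ratio B-score plate-corrected deviation score at least 3 library SD below zero, with starting fluorescence score within 5 deviations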;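 note: channel opened by trigger with iodide after compound preincubation; score built on the fluorescence ratio of max minus min over baseline; more negative score means more quench and so TMEM16A activation or potentiation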
TRPC6 activator – mouse TRPC6 channel activators, primary screen, cell-based, HEK293, membrane potential dye. AID 2550, 2010. 0.13% of 310,000 active. HEK293-TRPC6 membrane potential dye fluorescence; active compounds read high. B-score at 10 µM;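 active = B-score of the integrated fluorescence ratio above library mean plus 3 SD, and starting fluorescence ratio within library mean plus 5 SD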;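 note: higher score means more depolarization so channel activation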
MrgX1 antagonist – antagonists of human MrgX1 receptor, primary screen, HEK293 cells, Fluo-4 calcium flux | Mas-related G-protein coupled receptor member X1 (Homo sapiens), Q96LB2 | BAM8-22 antagonism; active compounds read low | B-score at 10 µM | 1.3% of 310,000 active | AID 588676, 2011;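 active = calcium-response B-score plate-corrected more than 3 library SD below zero, starting fluorescence within 5 deviations, no agonist response on first addition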;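 note: peak minus trough fluorescence over baseline after final BAM8-22 challenge near maximal dose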
TRPC6 inh – mouse TRPC6 channel inhibitors, primary screen, cell-based, HEK293, membrane potential dye | AID 2553, 2010 | ACh-evoked depolarization; active compounds read low | B-score at 10 µM | 1.1% of 310,000 active;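 active = B-score under library mean minus 3 SD, initial fluorescence not abnormally high, positive integrated signal ratio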;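 note: B-score derived from integrated fluorescence ratio over the kinetic read; more negative B-score means stronger inhibition of depolarization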
MrgX1 PAM – positive allosteric modulators of MrgX1, primary screen, HEK293 cells, Fluo-4 calcium flux. 0.63% of 310,000 active. AID 588675, 2011. B-score at 10 µM. FDSS; active compounds read high;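 active = plate-corrected calcium response at least 3 library SD above typical, normal starting fluorescence, not activating the receptor alone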;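 note: compound read alongside a low EC10 to EC30 dose of BAM8-22 agonist; peak minus trough fluorescence over baseline measured at the second addition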
TRPC4 agonist – activators of mouse TRPC4 channel, primary screen, Fluo4 calcium, HEK293 TRPC4beta/mu-opioid cells; Short transient receptor potential channel 4 (Mus musculus), Q9QUQ5; Fluo4 calcium fluorescence; active compounds read high; B-score at 10 µM; 0.49% of 310,000 active; AID 2237, 2010;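 active = B-score above 5 SD of library B-scores, and initial fluorescence ratio not above library mean plus 5 SD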;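 note: positive B-score marks a calcium rise read as TRPC4 activation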
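Assay system – TRPC4beta and mu-opioid receptor HEK293 stable cells · Measured by – Fluo4 fluorescence, kinetic · Schedule – dye loading 45 min room temperature, 110 s kinetic read · Read-out – B-scored integrated calcium fluorescence ratio · Controls – buffer and maximal DAMGO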
ANO1 block – TMEM16A chloride channel inhibitors, primary screen, cell-based, HTS. HEK293 TMEM16A/YFP iodide influx fluorescence, ionomycin. normalized B-score (activity score, 25-100; higher = stronger inhibition) at 10 µM. 1.2% of 310,000 active. AID 588511, 2011;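 active = ratio plate-corrected score three or more library SD toward inhibition, starting fluorescence score within five deviations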;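 note: score derived from kinetic fluorescence span divided by baseline fluorescence per well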
Active calls of the source: *; i = inactive; ? = inconclusive; · = not tested or not shown. Compounds as they come, and some 6.7% of all compounds hit somewhere here.

molecule	ANO1 activ	TRPC4 PAM	MrgX1 ag	TRPC4 inh	MrgX1 antagonist	ANO1 block	TRPC4 agonist	SKKanGAS inh	TRPC6 activator	TRPC6 inh	MrgX1 PAM
C=C(c1ccccc1O)n1ccnc1	i	i	i	i	i	i	i	0	i	i	i
COC(=O)c1ccccc1NC(=O)CSc1n[nH]c(-c2ccco2)n1	i	i	i	i	i	i	i	-2	i	i	i
COc1cc(C(NC=O)C(=O)Nc2c(C)cccc2C)ccc1O (stereo not given)	i	i	i	i	i	i	i	3	i	i	i
CCCCNC(=O)[C@H]1C[C@H]1[C@@H](O)[C@H](CO)NC(=O)[C@H](COCc1ccccc1)NC(=O)OC(C)(C)C	i	i	i	i	i	i	i	1	i	i	i
CCCCn1c2nc3ccccc3nc2c2c(=O)n(-c3ccccc3)cnc21	i	i	i	i	i	i	i	41	i	i	i
COc1ccc(NC(=O)CCC(=O)N2CCCC2)c([N+](=O)[O-])c1	i	i	i	i	i	i	i	2	i	i	i
NC(=O)[C@@H]1CCCN1Cc1nc(Cc2ccccc2F)no1	i	i	i	i	i	i	i	-6	i	i	i
COc1cc(OC)c2c3c(c(C4CCCCC4)nc2c1)CCC3	i	i	i	i	i	i	i	17	i	i	i
CCSc1c(-c2ccccc2)nc2c(C)cccc2c1C(=O)O	i	i	i	i	i	i	i	-9	i	i	i
CC1=C(C(=O)OCc2ccccc2)C(c2ccc(N(C)C)cc2)NC(=O)N1 (stereo not given)	i	i	i	i	i	i	i	9	i	i	i
COc1cc(-c2noc(C)c2C#Cc2ccsc2)cc(OC)c1OC	i	i	i	i	i	100*	i	15	i	i	i
COC(=O)c1nn2c(C(F)(F)F)cc(-c3ccc(Br)o3)nc2c1Br	i	i	i	i	i	i	i	4	i	i	i
CCOc1cccc(=O)c2c(C)n(CC(=O)c3ccccc3)c(C)c12	i	i	i	i	i	i	i	-18	i	i	i
Cn1nc(-c2ccc(NCCO)c([N+](=O)[O-])c2)c2ccccc2c1=O	i	i	i	i	i	i	i	1	i	i	i
O=C(Cc1ccccc1)O/N=C1\CCCc2ccccc21	i	i	i	i	i	i	i	-1	i	i	i
O=C(c1cccs1)N1CCN(C2CCN(Cc3ccccc3)CC2)CC1	i	i	i	i	i	i	i	-8	i	i	i
COc1ccc(NC(=S)N2CCN(Cc3ccccc3)CC2)cc1	i	i	i	i	i	i	i	0	i	i	i
COc1ccccc1OC(C)C(=O)N1CCC(Cc2ccccc2)CC1 (stereo not given)	i	i	i	i	i	i	i	-21	i	i	i
COc1ccc(C2CC(c3ccccc3)=NN2C(=O)COC(=O)c2ccc(Cl)nc2)cc1 (stereo not given)	i	i	i	i	i	i	i	5	i	i	i
C/C(=N\NC(=O)C(=O)Nc1cccc(Cl)c1)c1ccncc1	i	i	i	i	i	i	i	-1	i	i	i

Remaining list, next part:
molecule	ANO1 activ	TRPC4 PAM	MrgX1 ag	TRPC4 inh	MrgX1 antagonist	ANO1 block	TRPC4 agonist	SKKanGAS inh	TRPC6 activator	TRPC6 inh	MrgX1 PAM
O=C(NOCc1ccccc1)c1ccccc1	i	i	i	i	i	i	i	-3	i	i	i
CCOC(=O)c1ccc2nc3c(cc2c1)CCS3	i	i	i	i	i	i	i	-1	i	i	i
O=C(C(c1ccccc1)c1ccccc1)N1CCN(Cc2ccccn2)CC1	i	i	i	i	i	i	i	-5	i	i	i
COc1cc(/C=N\NC(=O)CC(=O)NCCc2ccccc2)ccc1O	i	i	i	i	i	i	i	-4	i	i	i
COc1ccc(S(=O)(=O)N2CCCCC2)cc1NC(=O)c1cc(C)on1	i	i	i	i	i	i	i	0	i	i	i
CC(C)OCC(O)CN (stereo not given)	i	i	i	i	i	i	i	1	i	i	i
O=C(NC1CCCCC1)c1ccccc1NC(=S)NC(=O)C1CCC1	i	i	i	i	i	i	i	5	i	i	i
CCOC(=O)c1cnc2ccc(Cl)cc2c1NCCN(C)C	i	i	i	i	i	i	i	5	i	-6.5*	i
O=C(O)CCN1CC2([N+](=O)[O-])CC=C(OCCO)C([N+](=O)[O-])(C1)C2 (stereo not given)	i	i	i	i	i	i	i	-5	i	i	i
CSc1ccc(CCNC(=O)CCc2nnc3ccc(N4CCC5(CC4)OCCO5)nn23)cc1	i	i	i	i	i	i	i	0	i	i	i
O=C(O)C(Cc1ccc(O)cc1)N1C(=O)c2ccccc2C1=O (stereo not given)	i	i	i	i	i	i	i	-2	i	i	i
COC(=O)c1ccccc1CSc1nsc(/C=C/N(C)C)c1C#N	i	i	i	i	i	25*	i	22	i	i	i
Cc1occc1C(=O)N1CCN(c2ccc(Cl)c(Cl)c2)CC1	i	i	i	i	i	i	i	-1	i	i	i
Cc1cc(C)nc(NC(=O)Cc2cccs2)n1	i	i	i	i	i	i	i	8	i	i	i
O=C(C1=C(O)C(=O)N(CCc2ccccc2)C1c1cccs1)c1ccco1 (stereo not given)	i	i	i	i	i	i	i	11	i	i	i
O=S1(=O)CCC(NC(=S)NCCNC(=S)NC2CCS(=O)(=O)C2)C1 (stereo not given)	i	i	i	i	i	i	i	-6	i	i	i
CCC(CC)C(=O)Nc1nnc(S(=O)(=O)N2c3ccccc3CC2C)s1 (stereo not given)	i	i	i	i	i	i	i	18	i	i	i
CC(=O)c1c(C)[nH]c(C(=O)CN2C(=O)NC(C)(CCC(C)C)C2=O)c1C (stereo not given)	i	i	i	i	i	i	i	1	i	i	i
COc1cc(/C=C(\NC(C)=O)C(=O)Nc2cccc(O)c2)ccc1OC(C)=O	i	i	i	i	i	i	i	1	i	i	i
O=C(Nc1ccccc1)C1=C[C@@H](c2ccccc2)C[C@@H](OCc2ccc(CO)cc2)O1	i	i	i	i	i	i	i	6	i	i	i

(listing goes on)
molecule	ANO1 activ	TRPC4 PAM	MrgX1 ag	TRPC4 inh	MrgX1 antagonist	ANO1 block	TRPC4 agonist	SKKanGAS inh	TRPC6 activator	TRPC6 inh	MrgX1 PAM
O=C(OCc1cccc([N+](=O)[O-])c1)c1cc2ccccc2oc1=O	i	i	i	i	i	i	i	-3	i	i	i
CC(C)C1N(c2ccccc2)C(N)=C(C#N)C1(C#N)C#N (stereo not given)	i	i	i	i	i	i	i	-4	i	i	i
Cc1ccc(OC(C)C(=O)Nc2ccc3c(c2)n(C)c(=O)n3C)c(C)c1 (stereo not given)	i	i	i	i	i	i	i	-13	i	i	i
COc1ccc(C(=O)Nc2cccc3cccnc23)cc1OC	i	i	i	i	i	i	i	-12	i	i	i
COCCn1c(SCc2c(F)cccc2Cl)nc2c1c(=O)[nH]c(=O)n2C	i	i	i	i	i	i	i	3	i	i	i
Nn1cc(-c2ccccc2)nc1SCC(=O)N1CCN(S(=O)(=O)c2ccc(Cl)cc2)CC1	i	i	i	i	i	i	i	-1	i	i	i
COc1ccc(C(=O)/C=C/c2cn(CN3CCN(C)CC3)c3ccccc23)cc1	i	·	i	·	i	i	·	·	·	·	i
CCCc1cc(=O)oc2cc(C)cc(OCC(=O)Nc3ccc(CN4CCOCC4)cc3)c12	i	i	i	i	i	i	i	2	i	i	i
CCN(CC(=O)NC(c1ccccc1)c1ccccc1)Cc1nc2ccccc2c(=O)[nH]1	i	i	i	i	i	i	i	1	i	i	i
c1ccc(CN2CCC(N3CCN(Cc4ccc5c(c4)OCO5)CC3)CC2)cc1	i	i	i	i	i	i	i	2	i	i	i
O=C(Nc1ccccc1)c1cc2n(n1)C(C(F)(F)F)CC(C1CC1)N2 (stereo not given)	i	i	i	i	i	i	i	-4	i	i	i
O=C(O)c1nn(-c2ccccc2-c2n[nH]c(=O)[nH]c2=O)c(=O)[nH]c1=O	·	i	i	i	i	i	i	-3	i	i	i
CCN(CC)CCN(C(=O)C1=COCCO1)c1nc2cc(C)cc(C)c2s1	i	i	i	i	i	i	i	?	i	-6.7*	i
COc1ccc(N2C(=S)N=C(Nc3cccc(C)c3)C23CCCCC3)cc1	i	i	i	i	i	i	i	-3	i	i	i
O=C(NC1CCN(c2ncccn2)CC1)c1c(F)cccc1F	i	i	i	i	i	i	i	12	i	i	i
O=C(Cc1nc2ccccc2[nH]1)c1ccc(Br)cc1	i	i	i	i	i	i	72*	?	i	i	i
O=C(COC(=O)C12CC3CC(CC(C3)C1)C2)Nc1nc2c(F)c(F)c(F)cc2s1	i	i	i	i	i	i	i	29	i	i	i
O=C(Nc1ccccc1F)C1CCN(C(=O)Cc2ccccc2)CC1	i	i	i	i	i	i	i	1	i	i	i
CC(=O)c1cccc(NC(=O)Nc2ccc(C(=O)N3CCCC3)cc2)c1	i	i	i	i	i	i	i	1	i	i	i
COc1ccc(NS(=O)(=O)c2cccc(-c3nnc4n3CCCCC4)c2)cc1	i	i	i	i	i	i	i	-16	i	i	i
CN1CCN(S(=O)(=O)c2cccc(C(=O)Nc3ccccc3N3CCCCC3)c2)CC1	i	i	i	i	i	i	i	3	i	i	i
COc1ccc(NC(=O)CCS(=O)(=O)c2ccc(Cl)cc2)cc1	i	i	i	i	i	i	i	1	i	i	i
Cc1cc(N2CCN(C)CC2)nc(N2CCOCC2)n1	i	i	i	i	i	i	i	-4	i	-5.7*	i
